# Large T inhibition = TAg ATPase/helicase activity blockers – biochemical (AID 1903). 310,000 tested, 0.39% active. inhibition, % at 20 µM; hits with a dose series show IC50 in µM. SV40 large T antigen ATPase/helicase inhibition assay; higher % means a stronger effect; in the data active = a potency from the dose series; inconclusive = inhibition mostly from about 32% at the one dose, without a potency; inactive = the rest, 99 in 100 with inhibition below about 32%; also: strong numbers were not always called active
# GPR35 antagonists = inhibition of zaprinast-stimulated GPR35 beta-arrestin translocation – imaging, U2OS, beta-arrestin-GFP, zaprinast agonist, primary screen (AID 2058) | 290,000 tested, 0.052% active | one-dose inhibition, % at 10 µM; IC50 in µM for titrated hits | U2OS GPR35 beta-arrestin-GFP translocation imaging, zaprinast antagonism; higher % means a stronger effect;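 active = inhibition of at least 50% with at least 30 cells and total cytoplasm GFP at most 10,000,000; inconclusive = under 30 cells or total GFP of 10,000,000 plus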
# Yfh1-depleted yeast = enhancers of respiration in Yfh1-depleted yeast, dose response, Friedreich's ataxia, plus single-dose screen (AID 1465); S. cerevisiae Yfh1-off respiration, WST-1 reduction, 72 h; higher fold induction means a stronger effect; one-dose fold induction at 50 µM; EC50 in µM for titrated hits; 220,000 tested, 0.074% active;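 active = fold induction of absorbance versus untreated yeast above a set limit, then at least 30% activation at any dose in follow-up; inconclusive = repeats straddling the limit, or above it without dose testing; inactive = fold induction below the set limit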;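 also: activators that raise dye reduction in frataxin-depleted yeast; strong numbers were not always called active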
# AID2073 = disruptors of CaV2.2 binding to Mint1 – biochemical, HTRF (AID 2073); HTRF protein-protein interaction, Mint1-CaV2.2; higher % means a stronger effect; one-dose inhibition, % at 20 µM; IC50 in µM for titrated hits; 290,000 tested, 0.19% active; in the data active = inhibition mostly above about 51%, no sharp cut-off; inconclusive = no clear call, values can overlap the other calls; inactive = mostly below about 53%; also: some results filed as inactive read as strong as hits
# GPR55 LPI antagonism = inhibition of LPI-stimulated GPR55 beta-arrestin translocation – imaging, U2OS, beta-arrestin-GFP, LPI agonist, primary screen (AID 2013); inhibition, % at 10 µM; hits with a dose series show IC50 in µM; U2OS GPR55 beta-arrestin-GFP translocation imaging, LPI antagonism; higher % means a stronger effect; 290,000 tested, 0.13% active;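 active = spots per cell inhibited over 60%, with over 100 cells counted and total cytoplasm intensity under 500,000; inconclusive = wells with under 100 cells, flagged as likely toxic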;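 also: U2OS cells stably carrying GPR55 and arrestin-GFP stimulated by 5 µM LPI near EC80; imaged beta-arrestin-GFP aggregate spots per cell after agonist stimulation; plate controls were LPI-stimulated DMSO wells for no effect and DMSO wells without LPI for full effect; some results filed as inactive read as strong as hits; confirmed hits need IC50 under 10 µM and bright autofluorescent wells are also inconclusive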
# NTR1 ag = NTR1-driven beta-arrestin-GFP spot formation – imaging, U2OS cells, high content, primary screen (AID 493036); P30989; agonist mode; activation, % at 20 µM; 330,000 tested, 0.17% active;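 active = activation at or above 40% of the spot to cytoplasm intensity ratio, with at least 20 cells analyzed; inconclusive = wells under 20 cells, flagged as cytotoxic or low count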;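 also: 0% = DMSO without peptide and 100% = 100 nM NTR1 peptide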
# Target sequence (P30989 whole entry, looked up): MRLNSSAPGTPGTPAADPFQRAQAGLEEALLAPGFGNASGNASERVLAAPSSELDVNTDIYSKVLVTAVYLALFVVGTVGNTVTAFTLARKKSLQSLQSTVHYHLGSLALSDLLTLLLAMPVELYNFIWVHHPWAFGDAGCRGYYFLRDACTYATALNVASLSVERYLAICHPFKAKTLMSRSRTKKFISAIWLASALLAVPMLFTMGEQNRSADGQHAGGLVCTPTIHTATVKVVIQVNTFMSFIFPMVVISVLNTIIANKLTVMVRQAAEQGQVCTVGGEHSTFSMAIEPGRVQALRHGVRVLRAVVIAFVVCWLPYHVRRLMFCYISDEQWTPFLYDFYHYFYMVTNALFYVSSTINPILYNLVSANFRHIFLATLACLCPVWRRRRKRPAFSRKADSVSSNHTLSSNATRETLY
# NS5 inhibitors = flavivirus cap methylation enzyme inhibition – biochemical, confirmation dose response, primary screen (AID 588689) | Dengue-2 NS5 methyltransferase capping enzyme assay, biochemical; higher % means a stronger effect | 340,000 tested, 0.3% active | one-dose inhibition, % at 25 µM; IC50 in µM for titrated hits; in the data active = a potency from the dose series; inconclusive = inhibition above about 29% without an active follow-up result
# Rac1 GTP hydrolysis = MgcRacGAP GTPase-activating activity inhibitors, confirmation, biochemical, ADP Hunter fluorescence | 340,000 tested, 0.6% active | AID 624330 | MgcRacGAP-stimulated Rac1 GTP hydrolysis, ADP Hunter fluorescence; higher % means a stronger effect; GST-tagged Rac1 F28L mutant substrate | one-dose inhibition, % at 30 µM; IC50 in µM for titrated hits;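 active = first-screen hits whose inhibition reached a set limit at any dose in the follow-up dose series; inconclusive = inhibition above the set first-screen limit but never retested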;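 also: fluorescence reports GDP produced by GAP-driven GTP hydrolysis; strong numbers were not always called active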
# GPR55 beta-arrestin = selective activators of receptor GPR55 – imaging, U2OS cells, beta-arrestin-GFP redistribution, primary screen (AID 1961) | U2OS GPR55 beta-arrestin-GFP redistribution imaging; higher % means a stronger effect | activation, % at 10 µM; hits with a dose series show EC50 in µM | 290,000 tested, 0.048% active;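 active = activation above 40% with more than 50 cells counted in the well; inconclusive = wells holding fewer than 50 cells, flagged as toxic or sparse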;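 also: U2OS osteosarcoma cells stably expressing GPR55 and beta-arrestin-GFP; plate controls were DMSO negative control for no effect and LPI positive control for full effect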
# NTR1 ag cell count 20 µM = recorded beside NTR1 ag, whose call it bears; cell count; measured here: cell count, cytotoxicity flag
# NS5 inhibitors pilot replicate = recorded beside NS5 inhibitors, whose call it bears; inhibition, %; measured here: pilot screen replicate inhibition
# Numbers without * were called inactive; i = inactive; ? = inconclusive; nt = no result given.
SMILES,Large T inhibition,GPR35 antagonists,Yfh1-depleted yeast,AID2073,GPR55 LPI antagonism,NTR1 ag,NTR1 ag cell count 20 µM,NS5 inhibitors,Rac1 GTP hydrolysis,GPR55 beta-arrestin,others
COc1cccc(CN(C(=O)Cc2c[nH]c3ccccc23)C(C(=O)NC2CCCCC2)c2cccs2)c1 (stereo not drawn),1%,5%,i,1%,11%,2.8,80,-2%,4%,-0.1%,
CCOc1cc(-c2c(C#N)c(N)nc3c2CCCC3)ccc1O,1%,14%,i,4%,-15%,0.7,46,3%,9%,0.2%,
CCOn1c(=O)c(-c2ccc(OC)cc2)[n+]([O-])c2ccccc21,5%,22%,i,?,9%,2.9,42,-27%,3%,0.1%,
Cc1ccc(-c2n[nH]c(=S)n2C)cc1,14%,11%,i,1%,7%,nt,nt,-13%,15%,-0.2%,
O=C(Nc1cccc(Cl)c1)Nc1nc(-c2ccc(Cl)cc2)cs1,0%,13%,i,-12%,1%,4.3,39,0%,13%,-0.1%,
C/C(=N\NC(=O)c1cccc([N+](=O)[O-])c1)c1ccco1,14%,-3%,i,-1%,8%,0.4,52,4%,11%,-0.2%,
CC(C)=CC1C=C(C)C(C)C2C(=O)NNC(=O)C12 (stereo not drawn),?,-9%,i,-2%,15%,1.0,50,-4%,11%,-0.1%,
CCCn1c(=O)c(Cc2ccccc2)c(O)c2ccccc21,6%,14%,i,25%,5%,-0.8,52,nt,7%,-0.4%,
N#C/C(=N/Nc1ccccc1F)C(=N)N1CCOCC1,5%,-5%,i,-7%,-5%,0.5,47,-3%,1%,-0.1%,
CCCN1CCN(CCCNC(=O)c2ccc(NC(=O)C3=C(C)OCCS3)cc2)CC1,1%,16%,nt,0%,2%,1.1,56,-3%,-15%,0.3%,
CCOP1(=O)OCC2OC(n3cnc4c(N)ncnc43)C(O)C2O1 (stereo not drawn),15%,-8%,i,5%,-8%,0.8,44,-5%,-7%,0.2%,
C/C(=N/NC(=O)c1ccncc1)c1ccccc1,8%,15%,nt,14%,2%,-0.9,58,3%,6%,0.3%,
CCN=C1S/C(=C\c2cc(Br)c(O)c(OC)c2)C(=O)N1CC,25%,-10%,nt,0%,10%,4.9,58,-30%,14%,-0.1%,
O=C(COC(=O)c1cncc(Br)c1)NC1CCCCCC1,7%,-2%,i,0%,13%,-1.2,45,6%,8%,-0.6%,
CCCC(=O)Nc1nc2ccc3nc(C)sc3c2s1,1%,4%,i,6%,-10%,1.6,33,1%,9%,0.0%,
COc1ccc(CN2CCN(C(=O)CCC(=O)Nc3nnc(C(C)C)s3)CC2)cc1F,8%,-1%,nt,12%,-11%,-0.9,87,-5%,5%,0.0%,
COc1cc(NC(=O)c2cccnc2)c(Cl)cc1NC(=O)c1ccccc1,13%,-7%,nt,11%,-2%,-0.6,61,-8%,2%,0.3%,
CCOC(=O)Cn1nc(C)c(NC(=O)c2ccc([N+](=O)[O-])c(C)c2)c1C,12%,6%,i,0%,10%,-1.2,78,-3%,2%,-0.2%,
CCOc1cccc(-c2cc(C(=O)N3N=C(C)CC3(O)C(F)F)c3ccccc3n2)c1 (stereo not drawn),-4%,5%,i,6%,7%,0.7,46,-2%,5%,0.1%,
CCCCCCCCCCOC(=O)c1csc2nnsc12,1%,-7%,i,20%,-3%,1.3,104,-8%,7%,0.2%,
CCCCNC(=O)Cn1c(=O)c2c(ncn2CCC(C)C)n(Cc2ccccc2)c1=O,-1%,4%,nt,4%,-8%,-0.5,49,-8%,7%,-0.1%,
Clc1nc2c(ccc3ccccc32)[nH]1,13%,2%,i,10%,0%,2.5,58,nt,nt,-0.1%,
COc1ccc(NC(=O)/C(=C\c2cccs2)NC(=O)c2ccco2)cc1,7%,15%,i,13%,8%,-0.1,70,-7%,1%,0.2%,
c1cc2c3c(cccc3c1)NC1(CCCCCC1)N2,15%,10%,i,33%,5%,0.1,84,13%,14%,-0.3%,
S=C(Nc1ccccc1)N1CCN(C(=S)c2ccccc2)CC1,-3%,-6%,i,-1%,5%,0.8,55,nt,nt,0.4%,
CNc1nc(-c2ccc3c(c2)CCN3C(=O)c2ccccc2F)c(C)s1,3%,1%,i,12%,13%,2.4,34,-22%,6%,-0.1%,
CCn1c(=O)c2ccccc2n2c(SCC(N)=O)nnc12,4%,-6%,nt,21%,-4%,-0.2,63,2%,2%,-0.2%,NS5 inhibitors pilot replicate=-4.9
COc1ccc(CN2C(=O)CNC2=S)cc1,5%,-2%,nt,6%,0%,0.1,89,0%,1%,0.0%,
O=C(/C=N/NC(=O)c1ccccc1Br)c1ccccc1,11%,6%,i,5%,-8%,-0.5,58,0%,8%,-0.1%,
CNC(=S)N(CCc1c(C)[nH]c2ccc(C)cc12)Cc1cccnc1,nt,-1%,nt,-5%,16%,0.6,55,-3%,13%,-0.1%,
N#CC1=C(N)N2C(=C(C#N)C1c1ccccc1)Sc1ccccc12 (stereo not drawn),15%,-5%,i,1%,0%,0.4,48,nt,nt,0.0%,
C=CCOn1c(=O)c(-c2ccc(OC)c(OC)c2)[n+]([O-])c2ccccc21,9%,2%,i,-13%,4%,-0.2,57,-3%,10%,0.2%,
CCc1nnc(NC(=O)c2sc3nc4cc(C)ccc4cc3c2N)s1,5%,22%,nt,-9%,10%,-0.5,65,3%,9%,-0.1%,
NC(=O)COC(=O)c1ccccc1Nc1ccc(SC(F)F)cc1,15%,10%,i,8%,12%,-0.2,40,-1%,2%,0.4%,
Cc1cc(C)nc(SCc2cnc(C)nc2N)n1,2%,2%,i,-13%,-2%,-1.8,83,4%,9%,-0.1%,
Cc1ccccc1Cn1cnc2ccccc21,16%,-8%,i,0%,13%,4.4,53,-2%,4%,0.6%,
CCCOC(=O)Nc1nc(-c2ccc(C)cc2)c(C)s1,3%,-3%,i,18%,14%,4.0,60,1%,6%,0.3%,
Brc1ccc2[nH]c3c(c2c1)CCC3,14%,-6%,i,-9%,10%,1.0,47,-1%,12%,0.3%,
Cc1ccc(C(=O)Nc2nc3ccc(S(C)(=O)=O)cc3s2)s1,16%,-4%,i,26%,-10%,-0.1,71,3%,9%,0.7%,NS5 inhibitors pilot replicate=5.2
CCOc1ccc(-n2c(COc3ccccc3)nnc2SCC(N)=O)cc1,22%,18%,i,-15%,3%,-2.0,110,-2%,10%,-0.4%,
CNC(=S)N1CCN(C(c2ccccc2)c2ccccc2)CC1,nt,10%,i,-6%,-4%,-0.3,36,15%,-8%,-0.1%,
CCOCCCNC(=O)CN1C(=O)/C(=C/c2ccccc2)Sc2ccccc21,7%,10%,i,-38%,0%,-0.1,34,-6%,1%,0.1%,
NCC(O)COCCC12CC3CC(CC(C3)C1)C2 (stereo not drawn),5%,8%,nt,2%,6%,5.9,45,-7%,3%,-0.1%,
CCOC(=O)c1c(NC(=O)C2C3C=CC(C3)C2C(=O)O)sc2c1CC(C)CC2 (stereo not drawn),7%,-13%,i,13%,-3%,0.8,95,7%,-3%,-0.1%,
CCOc1ccccc1N1CCN(c2nc3ccccc3nc2C(C#N)C(=O)OC)CC1 (stereo not drawn),-13%,-15%,i,10%,8%,12,52,-23%,1%,-0.1%,
COc1cc(-c2[nH]nc3c2C(c2ccco2)C(C#N)=C(N)O3)cc(OC)c1OC (stereo not drawn),9%,1%,i,3%,-4%,-0.5,94,2%,21%,-0.2%,
COc1ccc(-c2nc3cnccn3c2NC(C)(C)CC(C)(C)C)cc1O,15%,12%,i,31%,5%,12,45,4%,12%,0.4%,
CC1CCN(Cc2cc(=O)oc3cc4c(cc23)CCCC4)CC1,11%,-14%,i,12%,0%,3.7,52,-5%,2%,-0.3%,
CCC(C)(C)NC(=O)C(c1cccn1C)N(C(=O)Cn1nnc2ccccc21)c1ccccc1OC (stereo not drawn),0%,-13%,i,-3%,0%,-0.4,47,-3%,7%,-0.1%,

# Gathered by group: the entries above with an aryl methoxy group (11)
SMILES,Large T inhibition,GPR35 antagonists,Yfh1-depleted yeast,AID2073,GPR55 LPI antagonism,NTR1 ag,NTR1 ag cell count 20 µM,NS5 inhibitors,Rac1 GTP hydrolysis,GPR55 beta-arrestin,others
COc1cccc(CN(C(=O)Cc2c[nH]c3ccccc23)C(C(=O)NC2CCCCC2)c2cccs2)c1 (stereo not drawn),1%,5%,i,1%,11%,2.8,80,-2%,4%,-0.1%,
CCOn1c(=O)c(-c2ccc(OC)cc2)[n+]([O-])c2ccccc21,5%,22%,i,?,9%,2.9,42,-27%,3%,0.1%,
CCN=C1S/C(=C\c2cc(Br)c(O)c(OC)c2)C(=O)N1CC,25%,-10%,nt,0%,10%,4.9,58,-30%,14%,-0.1%,
COc1ccc(CN2CCN(C(=O)CCC(=O)Nc3nnc(C(C)C)s3)CC2)cc1F,8%,-1%,nt,12%,-11%,-0.9,87,-5%,5%,0.0%,
COc1cc(NC(=O)c2cccnc2)c(Cl)cc1NC(=O)c1ccccc1,13%,-7%,nt,11%,-2%,-0.6,61,-8%,2%,0.3%,
COc1ccc(NC(=O)/C(=C\c2cccs2)NC(=O)c2ccco2)cc1,7%,15%,i,13%,8%,-0.1,70,-7%,1%,0.2%,
COc1ccc(CN2C(=O)CNC2=S)cc1,5%,-2%,nt,6%,0%,0.1,89,0%,1%,0.0%,
C=CCOn1c(=O)c(-c2ccc(OC)c(OC)c2)[n+]([O-])c2ccccc21,9%,2%,i,-13%,4%,-0.2,57,-3%,10%,0.2%,
COc1cc(-c2[nH]nc3c2C(c2ccco2)C(C#N)=C(N)O3)cc(OC)c1OC (stereo not drawn),9%,1%,i,3%,-4%,-0.5,94,2%,21%,-0.2%,
COc1ccc(-c2nc3cnccn3c2NC(C)(C)CC(C)(C)C)cc1O,15%,12%,i,31%,5%,12,45,4%,12%,0.4%,
CCC(C)(C)NC(=O)C(c1cccn1C)N(C(=O)Cn1nnc2ccccc21)c1ccccc1OC (stereo not drawn),0%,-13%,i,-3%,0%,-0.4,47,-3%,7%,-0.1%,
